ERK EGF block – qHTS Assay for Inhibitors of the ERK Signaling Pathway using a Homogeneous Screening Assay; Stimulation with EGF | Potency, µM (highest dose often 11.5 µM), for the others: top-dose activity change, negative = inhibition, actives largely listed as inhibitors | 0.41% of 130,000 active | AID 1454, 2008 | HEK293-V1b, EGF-stimulated phospho-ERK AlphaScreen; active means well fitted inhibition curve with a large enough effect; inconclusive means small, poorly fitted or top-dose-only effect, or effect the other way;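 further: plate controls were stimulated vehicle wells for no effect and unstimulated vehicle basal for full effect; nearly all actives have a fitted effect of over 55% in size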
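Phospho-ERK1/2 measured by AlphaScreen (SureFire) after 5 min 25 nM EGF stimulation of V1b-expressing HEK293 cells preincubated 30 min at 37C with titrated compounds; data scaled to DMSO and EGF controls, Hill-fitted AC50.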
An asterisk follows results filed as active; u = inconclusive; & = joins results of further samples; [ ] = remark or other dose. Potency means the concentration at half of the fitted maximal effect. This is a subset; rates above refer to the full screens.

Start of the data: the first six compounds, ahead of the listing:
ERK EGF block,mol
5%[57.5 µM],Cc1ccc2cc(C)c(SCC(=O)Nc3ccc(S(=O)(=O)N4CCCC4)cc3)nc2c1
11%,O=C(NC1CCN(S(=O)(=O)c2ccccc2)CC1)C1CCCCC1
-3%,Cc1ncsc1CCOC(=O)C1C2CC3CC(C2)CC1C3 (configuration not stated)
1%,COc1ccc(-c2cc(COc3ccccc3)on2)cc1
5%,CCCCC1CCC(C(=O)NC2CCS(=O)(=O)C2)CC1 (configuration not stated)
-11%,Cc1ccc(-c2ccc(C(=O)NCc3ccccc3)o2)c2ccccc12

All compounds of this part, from the first entry:
ERK EGF block,mol
5%[57.5 µM],Cc1ccc2cc(C)c(SCC(=O)Nc3ccc(S(=O)(=O)N4CCCC4)cc3)nc2c1
11%,O=C(NC1CCN(S(=O)(=O)c2ccccc2)CC1)C1CCCCC1
-3%,Cc1ncsc1CCOC(=O)C1C2CC3CC(C2)CC1C3 (configuration not stated)
1%,COc1ccc(-c2cc(COc3ccccc3)on2)cc1
5%,CCCCC1CCC(C(=O)NC2CCS(=O)(=O)C2)CC1 (configuration not stated)
-11%,Cc1ccc(-c2ccc(C(=O)NCc3ccccc3)o2)c2ccccc12
-6%,COc1cccc(C2CC(c3cccc(NS(C)(=O)=O)c3)=NN2C(=O)c2ccccc2)c1OC (configuration not stated)
4%,COc1ccc(-n2c3c(cc(C(=O)NNc4ccccc4)c2=O)C(=O)CC(C)(C)C3)cc1
0%,CCCNS(=O)(=O)c1ccc(-n2cnnn2)c(OC)c1
4%,COc1ccc(OC)c(CNC(=O)C2CCN(S(C)(=O)=O)CC2)c1
26%,O=C(Nc1cccc(F)c1)N1CC=C(n2c(=O)[nH]c3ccccc32)CC1
-7%,CC(C)CCN1CCN(Cc2nc3c(s2)CCCC3)CC1CCO (configuration not stated)
-1%,CN1/C(=C\C(=O)C[n+]2cccc(C(N)=O)c2)C(C)(C)c2ccccc21
3%,Cc1csc(SC(C)C(=O)Nc2ccc3c(c2)OCCO3)n1 (configuration not stated)
-2%,COC(=O)[C@H]1C[C@@H]1[C@H](N)c1ccccc1
11%,CCCCCCCCCC(=O)NC(CN1CCOCC1)[C@H](O)c1ccccc1 (some centres not stated)
-4%[57.5 µM],CCCc1[nH]n(-c2ccc(F)cc2)c(=O)c1C=NCC1CCCO1 (configuration not stated)
0%,COC(=O)c1ccccc1NC(=O)CSc1ccc(C)cc1
1%[57.5 µM],Cc1ccccc1Cn1nc(C)c(NC(=O)c2cc(CC(C)C)on2)c1C
-4%,COc1ccc(CC(=O)OCC(=O)Nc2cccc(Cl)c2)cc1
-14%[57.5 µM],Cc1ccc(/C=C2\CCOC2=O)cc1
-5%,COc1ccc(N2CC(O)(c3ccc(F)cc3)[N+]3=C2CCCC3)cc1 (configuration not stated)
3%[57.5 µM],CS(=O)(=O)c1ccc(Cl)c(NC(=O)CCl)c1
1%,Cc1cc(C)n(-c2nnc(SCC(=O)NC3CCCC3)c3ccccc23)n1
-1%[57.5 µM],Nc1ccc(S(=O)(=O)Nc2nccc(/C=C/c3ccc(Cl)cc3Cl)n2)cc1
-10%[57.5 µM],COC(=O)c1ccc(-c2noc(CN3C[C@H]4CC[C@H]3C4)n2)cc1
0%,O=C(COC(=O)/C=C/c1ccccc1Cl)NCc1ccccc1
-5%,CCOCCCNc1ccc(N2C(=O)C3CCCCC3C2=O)cc1[N+](=O)[O-] (configuration not stated)
8%,CCCCCC(=O)NC(=S)Nc1ccc(NC(=O)c2ccco2)cc1
5%,Cc1nc(NC(=O)/C=C/c2ccc(C(C)(C)C)cc2)sc1C(=O)N(C)C
2%,CN1CCC(=NNC(=O)CN(c2cccc(Br)c2)S(C)(=O)=O)CC1
-7%[57.5 µM],N#CCc1nn(-c2ccccc2)c2ncnc(N)c12
4%,NC(N)=N/N=C/c1ccc(Cl)c([N+](=O)[O-])c1
6%,COc1ccccc1C(=O)Nc1ccccc1C(=O)N1C(C)CCCC1C (configuration not stated)
u,CCc1cc(=O)oc2cc3occ(-c4ccc(OC)c(F)c4)c3cc12
5%,CC(=O)c1cc(-c2ccccc2)n(CCC(=O)NC2CCCC2)c1C
u,CC(C)=CCC(C)(C)/C=N/NC(N)=O
-11%,CCCCc1ccc(-n2c(Cc3cccs3)n[nH]c2=S)cc1
-4%,Clc1ccc2nnnc(-c3ccccc3)c2c1
-1%,CCn1cc(S(=O)(=O)N2CCN(Cc3ccc(F)cc3)CC2)cn1
-5%[57.5 µM],CCN(C(=O)COC(=O)c1cccn1C)C1CCS(=O)(=O)C1 (configuration not stated)
19%,COc1ccc(Cl)cc1NC(=S)N1CCN(C(=O)C2CCCO2)CC1 (configuration not stated)
3%,O=S(=O)(c1ccccc1)N1CCC2(CCCN(Cc3ccccc3)C2)CC1
-13%[57.5 µM],Cc1ccc(-c2nc(Nc3cccc(C)c3)sc2CC(=O)O)cc1
u,CC1C/C(=C/c2ccco2)C(=O)/C(=C/c2ccco2)C1 (configuration not stated)
11%[57.5 µM],CC(C)(C)C(=O)NC(=S)Nc1ccc(C(F)(F)F)cc1
-9%[57.5 µM],COC(=O)c1c(-c2ccccc2Cl)noc1-c1cnc(N)nc1C(F)(F)F
0%[57.5 µM],O=C1N/C(=N/S(=O)(=O)Cc2ccccc2)S/C1=C/c1ccc2c(c1)OCO2
-6%,O=C(OCc1cncs1)c1ccccc1
2%,O=S(=O)(Cc1ccccc1Cl)NCCOc1ccccc1
4%,Cc1ccc(C(=O)Nc2ccc(C(=O)N/N=C/c3c[nH]c4ccccc34)cc2)cc1
19%,Cc1ccc(Cn2cnc3ccccc32)cc1C
-6%,COc1ccc(C(=O)N2CCC[C@@]3(CCN(C(=O)Nc4cccc(F)c4)C3)C2)cc1
0%,CC(C)c1ccc(NC(=S)NN2CCOCC2)cc1
-2%,Cc1cc(C)nc(SCCN(C)C)n1
34%[57.5 µM],O=S(=O)(c1ccc(-n2cnnn2)cc1)N1CCC(N2CCCCC2)CC1
-1%,CCC1(CC)Cc2ccccc2-c2nc(NCCCO)[nH]c(=O)c21
-11%[57.5 µM],CCc1sc(-c2ccccc2)nc1C(=O)OC
-1%,CCOC(=O)c1ccc(NC(=O)CN2C(=O)CNC2=O)cc1
2%,Cc1onc(-c2c(F)cccc2Cl)c1C(=O)OCC(=O)NC(N)=O

Next entries
ERK EGF block,mol
1%,CNc1ccccc1C(C)(C)c1cc(-c2cc(C)cc(C)c2)no1
-1%,O=C(COc1ccc2ccccc2c1)N1CCN(C(=O)c2ccco2)CC1
-7%[57.5 µM],O=C(Cc1ccc(Br)cc1)Nc1ncc([N+](=O)[O-])s1
2%,CCCCCC[n+]1c(-c2ccccc2)csc1Nc1ccccc1
-3%[57.5 µM],CCOc1cc(C(=O)NC(=S)Nc2ccc(Cl)c(C(=O)O)c2)cc(OCC)c1OCC
-1%,COc1ccc2nc(NCCNC(=S)NCCCN3CCOCC3)c(C#N)cc2c1
4%,O=C(COc1ccccc1-c1ccccc1)NCCN1C(=O)S/C(=C\c2cccnc2)C1=O
3%,C=CCC(C)(O)c1ccco1 (configuration not stated)
-7%[25.7 µM],CC[C@H](C)C(=O)O[C@@H]1C[C@H](C)C=C2C=C[C@H](C)[C@@H](CC[C@H]3C[C@@H](O)CC(=O)O3)[C@H]21
1%[57.5 µM],COc1ccc(CCNC(=O)c2c(O)c3c([nH]c2=O)CCCC3)cc1
1%,COc1ccc2nc(NC(=O)[C@@H]3CCCN3C(=O)c3cccs3)sc2c1
3%,CCOC(=O)c1sc(NC(=O)c2cncc(Br)c2)nc1C
-14%[57.5 µM],COc1ccc(CCNC(=O)C2CC(c3ccccc3F)=NO2)cc1 (configuration not stated)
5%,O=C(CSc1cccc[n+]1[O-])NCC1CCCCC1
-14%,CCC(C(=O)NC1CCCCC1)n1c(SCc2cccc(F)c2)nc2ccncc21 (configuration not stated)
-3%,COc1ccc(N(CC(=O)Nc2ccccc2C(=O)NCC(C)C)S(C)(=O)=O)cc1
-15%,Cc1cc(C(=O)N/N=C/c2c[nH]c3ccccc23)cs1
-6%,N#CC/C(N)=N/NC(=O)CCCNc1ncc(C(F)(F)F)cc1Cl
2%,CN(C)c1nnnn1-c1ccc(Oc2ncc(C(F)(F)F)cc2Cl)cc1
0%[57.5 µM],O=C(Nc1cccc([N+](=O)[O-])c1)ONC1=NCCCCC1
u,COc1cc2c(cc1OC)C(/C=C/c1ccco1)=NCC2
-3%,Cc1ccc(C(=O)NC(=S)NCC2CCCO2)cc1[N+](=O)[O-] (configuration not stated)
0%,Cc1nn(-c2ccc3ccccc3c2)c(=O)c2ccccc12
-59%,CC(=O)Nc1cccc(NC(=O)c2ccc([N+](=O)[O-])cc2Cl)c1
-2%,COc1cc(C2CC(=O)Nc3cc(C)c(C)cc32)cc(OC)c1OC (configuration not stated)
2%,O=c1c2ccc([N+](=O)[O-])cc2ncn1CCOc1ccc(Cl)cc1
-4%,Clc1nc(Cl)nc(N(c2ccccc2)c2ccccc2)n1
3%[57.5 µM],Cc1ccc(NC(=O)c2cc3c(=O)oc4ccc(C)cc4c3s2)nc1
-12%[57.5 µM],CC1CCN(S(=O)(=O)c2cccc(C(=O)NNC(=O)c3ccco3)c2)CC1
5%,Cc1nn(-c2ccccc2)c(C)c1/C=N/n1c(-c2ccc(Cl)cc2)n[nH]c1=S

Reprinted from above, four compounds:
ERK EGF block,mol
-4%,Clc1nc(Cl)nc(N(c2ccccc2)c2ccccc2)n1
3%[57.5 µM],Cc1ccc(NC(=O)c2cc3c(=O)oc4ccc(C)cc4c3s2)nc1
-12%[57.5 µM],CC1CCN(S(=O)(=O)c2cccc(C(=O)NNC(=O)c3ccco3)c2)CC1
5%,Cc1nn(-c2ccccc2)c(C)c1/C=N/n1c(-c2ccc(Cl)cc2)n[nH]c1=S

Further entries:
ERK EGF block,mol
-3%&-10%,O=C1Cc2c([nH]c3ccc(Br)cc23)-c2ccccc2N1
-5%,CCOC(=O)c1nccnc1C(=O)Nc1cccc(C(F)(F)F)c1
-8%,Cc1cc(C)cc(NC(=S)N2CCN(Cc3ccccc3)CC2)c1
-2%,COc1cccc(Nc2ncc3nc(CCc4ccccc4)c(=O)n(C[C@H]4CCCO4)c3n2)c1
2%[57.5 µM],Cc1ccc(C(=O)N2CCC3(CC2)Oc2ccc(F)cc2C(=O)C32CC(c3ccc(Cl)cc3)=NO2)s1 (configuration not stated)
-3%,N#CC1=C(N)Oc2cc(N)ccc2C1c1ccsc1 (configuration not stated)
-8%,O=[N+]([O-])c1cc2c(c(CSc3ncccn3)c1)OCOC2
-3%,c1ccc(-c2cn(-c3ccccc3)c3ncnc(NCCCN4CCOCC4)c23)cc1
5%,CCc1nnc(NC(=O)C(NC(=O)c2ccccc2Cl)C(C)C)s1 (configuration not stated)
-2%,O=[N+]([O-])c1cccc(/C=N/n2c(C3CCCCC3)n[nH]c2=S)c1
-14%[57.5 µM],Cc1c(C(=O)NN)sc(=S)n1C
-4%,N#CCCNc1c(Cl)cc(Cl)cc1C(=O)O
7%,CN1OC(Cn2cc(C#N)c(=O)n(C)c2=O)CC1c1ccccc1 (configuration not stated)
1%,CC(C)CNC(=S)N1CCC(NC(=O)C23CC4CC(CC(C4)C2)C3)CC1
0%,O=S(=O)(c1ccc2ccccc2c1)N1CCC(c2nc(-c3ccncc3)no2)CC1
0%,O=C(N/N=C/c1coc2ccccc2c1=O)c1cc2ccccc2o1
7%[57.5 µM],CC(C)(C)OC(=O)Nc1ncnc2c1ncn2C1OC(CO)C2OC(C)(C)OC21 (configuration not stated)
-10%,NS(=O)(=O)c1ccc(Oc2ccc(S(N)(=O)=O)cc2)cc1
-4%,Cc1ccc(S(=O)(=O)c2nc(-c3ccc(F)cc3)oc2SCC(N)=O)cc1
u,Cc1ccc(C(=S)N2CCN(Cc3ccccc3)CC2)cc1
4%[57.5 µM],Nc1nc(NCCCN2CCOCC2)nc(Nc2ccccc2F)c1[N+](=O)[O-]
-4%,Cc1cc(C)n(-c2ccc(C(=O)O)cc2)n1
0%,O=C(NCc1ccco1)c1ccc(NS(=O)(=O)c2cccc([N+](=O)[O-])c2)cc1
5%,Clc1ccc(CSc2ccc(-c3cccnc3)nn2)cc1
-29%,COc1cc(OC)c(NS(=O)(=O)c2cccc(C(=O)OCC(=O)NCC3CCCO3)c2)cc1Cl (configuration not stated)
-1%,Cc1ccc(NC2Sc3ccccc3NC2=O)cc1 (configuration not stated)
23%,CCOC(=O)C1=C(C)NC(=O)C1CC(=O)Nc1ccccc1 (configuration not stated)
-1%,Cc1ccc(S(=O)(=O)C(C#N)=C2N(C)c3ccccc3N2C)cc1
-2%[57.5 µM],Nc1ccc(C(=O)C(=O)c2ccc(N)cc2)cc1
13%,C/C(CCc1ccc2c(c1)OCO2)=N\NC(=O)c1ccccc1Br

Quoted at random: three entries already listed
ERK EGF block,mol
-8%,O=[N+]([O-])c1cc2c(c(CSc3ncccn3)c1)OCOC2
-10%,NS(=O)(=O)c1ccc(Oc2ccc(S(N)(=O)=O)cc2)cc1
23%,CCOC(=O)C1=C(C)NC(=O)C1CC(=O)Nc1ccccc1 (configuration not stated)

Additional entries.
ERK EGF block,mol
1%,O=C(CN(Cc1ccccc1)C1=NCCS1)c1ccccc1
20%,CCOc1ccc(NC(=O)NC2CC(=O)N(c3ccc(OC)cc3)C2)cc1 (configuration not stated)
1%,CCOC(=O)c1c(-c2ccc(C)cc2)csc1NC(=O)CCN1CCOCC1
-10%,COc1ccc(-c2cc(=O)c3c(O)cc(O[C@@H]4OC(COC5OC(C)C(O)C(O)[C@@H]5O)C(O)C(O)C4O)cc3o2)cc1 (some centres not stated)
1%,Cc1ccc(OCC(=O)N2CCc3ccccc32)c([N+](=O)[O-])n1
-11%[57.5 µM],O=C(C1=C[C@H](c2csc3ccccc23)C[C@H](OCc2ccc(CO)cc2)O1)N1CCN(Cc2ccccc2)CC1
-2%[57.5 µM],COc1ccc(/C=N/NC(=O)c2cccnc2)cc1CN1CCOCC1
